MPTP block = blocks calcium-induced mitochondrial swelling; inhibition, % at 10 µM; isolated mouse mitochondria, Ca2+ swelling absorbance, 30 min; 360,000 compounds, 1.4% hits; AID 602449;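 active means inhibition of 50% or more, scaled per plate between neutral and stimulator controls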;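 further: 0% = DMSO wells given calcium and 100% = 1 mM EGTA wells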
GRIN3A LBD mod = NR3A (human) ligand-binding domain modulation | NR3A LBD differential scanning fluorimetry, Tm shift; 0% = protein alone, 100% = glycine-bound protein | Tm shift relative to glycine control, % at 25 µM | 340,000 compounds, 2.5% hits;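 active means melting temperature shift of at least 10% of the positive control shift, at one fixed dose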
TIM10 inh = TIM10 yeast growth inhibition | S. cerevisiae TIM10 strain growth, BacTiter-Glo luminescence, 24 h | inhibition, % at 10 µM | 330,000 compounds, 1.4% hits;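 active means inhibition of 40% or more at the single tested concentration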;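 further: wild-type TIM10 isogenic control strain grown at permissive 25 °C; 0% = DMSO yeast wells and 100% = minimal medium wells without yeast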
tim23-1 inh = inhibits growth of tim23-1 mutant yeast; S. cerevisiae tim23-1 growth, BacTiter-Glo luminescence, 24 h; inhibition, % at 20 µM; 330,000 compounds, 1.3% hits; AID 463212;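 active means growth inhibition of the mutant yeast at or above 50%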;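 further: temperature-sensitive mutant grown at 25 °C; plate controls were DMSO-treated mutant yeast for no effect and medium wells lacking yeast for full effect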
NLRP3 yeast inh = blocks the NALP3 inflammasome reconstituted in yeast; Yeast reconstituted NLRP3/ASC/caspase-1, beta-gal luminescence, 24 h; inhibition, % at 10 µM; 330,000 compounds, 0.39% hits; AID 2825;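 active means inhibition of 50% or more; inactive means inhibition below 50%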;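 further: plate controls were induced DMSO wells for no effect and uninduced yeast grown without galactose for full effect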
tim10-1 inh = tim10-1 yeast growth inhibition; inhibition, % at 20 µM; 330,000 compounds, 2.2% hits; S. cerevisiae tim10-1 ts strain growth, BacTiter-Glo, 24 h;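 active means inhibition of at least 40%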;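 further: mutant grown at 25 °C; 0% = DMSO wells with yeast and 100% = wells holding no yeast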
beta cell repl = inducers of beta-cell replication in MIN6 cells; MIN6 cells proliferation, ATPlite luminescence, 48 h; cells starved in 0.2% serum; 100% = growth in 10% serum; proliferation, % at 10 µM; 330,000 compounds, 0.29% hits;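 active means compounds whose signal lies at least 3.5 SD above the mean of all wells on their plate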;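 further: 0% = DMSO-treated cells in low-serum medium and 100% = 10% serum control; some compounds called inactive have numbers as strong as hits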
APJ antag = APJ receptor antagonism | AID 2521 | 330,000 compounds, 0.32% hits | P35414 | CHO-K1 APJ beta-arrestin complementation, luminescence | inhibition, % at 20 µM;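 active means inhibition above about 40% at 20 µM, limit read from the data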;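 further: cells challenged with 10 nM apelin-13 agonist together with compound; plate controls were apelin-13 plus DMSO wells for no effect and DMSO wells lacking apelin-13 for full effect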
Target sequence (P35414 whole entry, looked up): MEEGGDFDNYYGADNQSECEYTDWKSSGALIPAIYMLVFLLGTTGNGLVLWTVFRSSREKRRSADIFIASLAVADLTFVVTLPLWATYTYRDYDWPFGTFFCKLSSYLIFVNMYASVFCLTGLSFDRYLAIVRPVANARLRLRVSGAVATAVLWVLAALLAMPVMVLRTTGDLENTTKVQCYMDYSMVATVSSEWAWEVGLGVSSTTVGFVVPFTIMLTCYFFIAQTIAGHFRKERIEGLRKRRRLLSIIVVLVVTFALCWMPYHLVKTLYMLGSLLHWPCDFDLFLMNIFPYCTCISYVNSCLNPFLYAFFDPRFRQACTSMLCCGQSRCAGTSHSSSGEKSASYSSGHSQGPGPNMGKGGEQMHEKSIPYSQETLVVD
APJ agonist = agonists of human APJ apelin receptor; P35414; CHO-K1 APJ PathHunter beta-arrestin, luminescence; 0% DMSO wells, 100% apelin; activation, % at 20 µM; 330,000 compounds, 0.11% hits; AID 2520;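 active means activation more than six SD over the plate average, tested at 20 µM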;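 further: 0% = DMSO alone and 100% = apelin-13 at 10 nM; some results filed as inactive read as strong as hits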
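Assay system: CHO-K1 cells stably expressing ProLink-tagged human APJ and arrestin–beta-gal acceptor. Compound dosing: 20 µM single point, 1% DMSO. Times: 16-18 h seeding, 90 min dark compound exposure, 60 min detection. Detection: beta-gal luminescence. Evaluation: APJ–arrestin association signal. Controls: negative DMSO alone, positive Apelin-13 at 10 nM.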
Numbers without * were called inactive; / = no result given.

item	Structure	MPTP block	GRIN3A LBD mod	TIM10 inh	tim23-1 inh	NLRP3 yeast inh	tim10-1 inh	beta cell repl	APJ antag	APJ agonist
1	Cc1[nH]c2ccc(C(=O)NCC(C)(C)N3CCOCC3)cc2c1C	-2.0	2.0	-1.5	-13.9	12.5	-8.7	0.0	-10.0	-0.9
2	CCc1ccc(NC(=O)C(=O)N/N=C(\C)CC(=O)Nc2ccc(OC)cc2)cc1	-2.7	-2.2	17.8	-13.9	20.1	7.5	0.6	24.4	-3.9
3	COc1ccc(C2/C(=C(/O)c3ccc(Br)cc3)C(=O)C(=O)N2C)cc1OC (stereo not given)	-0.2	-1.2	-10.1	5.2	20.3	2.6	-1.4	14.6	-2.0
4	COc1ccc(CCC(C)NCC2CCCCC2)cc1 (stereo not given)	0.9	-0.6	18.5	14.3	20.1	15.6	-2.4	-7.9	-4.3
5	CC(NC(=O)COc1ccccc1)C(=O)NCc1ccc(S(N)(=O)=O)cc1 (stereo not given)	0.5	0.9	3.5	10.5	12.0	11.9	-0.2	8.6	-0.3
6	CC(=O)c1nn(-c2cccc(C)c2)cc1C(=O)c1cccc(Br)c1	3.1	-0.2	-6.2	0.2	-4.2	-8.6	-0.7	19.6	7.1
7	COc1ccc(/C=C/c2c(-c3cccc(C)c3)oc3ccc(-c4ccc5c(c4)OCO5)cc23)cc1	/	4.4	4.0	11.2	18.4	-4.3	-3.3	-78.7	-0.7
8	COc1ccc(-n2c(=S)[nH]c3cc(C(=O)NCCCN4CCCC4=O)ccc3c2=O)cc1OC	0.1	3.0	-5.0	5.8	25.0	13.0	-1.1	9.1	5.9
9	CCS(=O)(=O)C1=NSC2=NC(=O)/C(=C\c3cc(C)n(-c4cccc(OC)c4)c3C)C(=N)N21	20.7	1.6	34.5	20.6	-0.8	20.6	-5.1	-6.2	-4.9
10	CCCC1CCC(=NNC(=O)OC(C)(C)C)CC1 (stereo not given)	1.4	-3.6	-0.2	-5.3	-8.3	8.6	0.9	8.5	-1.9
11	CCCCC(O)(CCN1CCOCC1)c1ccc(Cl)cc1 (stereo not given)	14.8	0.5	-1.6	16.7	6.6	10.8	5.2	-11.7	-2.8
12	COc1ccccc1C(=O)NNC(=O)c1sccc1-n1cccc1	-0.3	-0.6	3.9	9.8	8.5	16.1	0.7	13.0	-2.9
13	CCC1Oc2ccccc2N(CC(=O)NCCCN2CCCCC2CC)C1=O (stereo not given)	1.6	0.5	8.5	7.3	12.9	13.5	2.1	12.1	-1.7
14	Cn1nnnc1Sc1ncnc2scc(-c3ccc(Cl)cc3)c12	-1.8	-0.5	13.5	46.1	-11.9	5.9	-6.7	-6.8	-3.4
15	Cc1ccccc1-c1nnc(-c2ccccc2)o1	0.9	2.3	13.3	4.0	8.6	0.2	-3.9	-0.7	-3.3
16	CC(=O)N(C(C)=O)c1ncc2c([nH]c3ccccc32)c1C#N	-1.2	-3.2	2.9	9.7	-3.4	13.7	1.0	11.8	-4.2
17	CCc1cccc(C)c1NC(=O)CSc1n[nH]c(N)n1	-1.9	-0.2	5.8	-6.3	-0.8	-14.2	2.4	13.2	-2.9
18	O=C(COC(=O)c1ccc2ncsc2c1)Nc1ncc(Cl)cc1Cl	0.3	1.1	-1.0	13.7	19.7	12.4	0.0	-2.3	5.8
19	COCCn1c(SCC(=O)Nc2ccc3[nH]c(=O)[nH]c3c2)nc2ccccc2c1=O	1.7	-3.8	-19.0	-29.8	-2.3	-15.1	1.2	16.2	-0.3
20	COc1ccc(C2CC(c3cccs3)Nc3nnnn32)cc1 (stereo not given)	10.7	1.9	-0.9	12.9	10.3	20.6	-2.1	-5.7	0.3

Two entries from above, with two lines to a compound:
Values run as follows: MPTP block	GRIN3A LBD mod	TIM10 inh	tim23-1 inh	NLRP3 yeast inh	tim10-1 inh	beta cell repl	APJ antag	APJ agonist
5	CC(NC(=O)COc1ccccc1)C(=O)NCc1ccc(S(N)(=O)=O)cc1 (stereo not given)
→ 0.5	0.9	3.5	10.5	12.0	11.9	-0.2	8.6	-0.3
6	CC(=O)c1nn(-c2cccc(C)c2)cc1C(=O)c1cccc(Br)c1
→ 3.1	-0.2	-6.2	0.2	-4.2	-8.6	-0.7	19.6	7.1

(more compounds)
item	Structure	MPTP block	GRIN3A LBD mod	TIM10 inh	tim23-1 inh	NLRP3 yeast inh	tim10-1 inh	beta cell repl	APJ antag	APJ agonist
21	CSc1nc2c(c(=O)n1-c1ccc(F)cc1)SCC2	-0.1	-2.4	-1.7	-12.6	3.0	8.6	-1.3	6.2	0.2
22	COc1ccc(OCc2cc(C(=O)N3CCCC(O)C3)no2)c2ccccc12 (stereo not given)	2.1	0.4	-5.8	3.2	29.2	2.6	-1.7	-64.3	18.5
23	COc1ccc(-c2nc(/C=C3\C(C)=Nc4ccccc43)c(O)o2)cc1	10.0	-3.6	21.7	22.5	25.1	30.0	-6.2	9.1	-3.4
24	CC(=O)N1c2ccc(S(=O)(=O)N(C)CC(=O)NC3CCCC3)cc2CC1C (stereo not given)	-2.1	-1.2	-1.6	4.6	-3.0	2.1	-2.4	-3.5	-4.8
25	O=C(O)/C=C/C(=O)NCCc1ccc(Cl)cc1	-0.4	-1.6	-5.8	4.5	-3.0	9.1	-2.1	14.4	1.7
26	O=C(NCCc1ccccc1)C(c1cccs1)N(C(=O)c1csnn1)C1CC1 (stereo not given)	2.9	-1.2	15.8	12.6	-7.8	18.8	-2.0	-7.4	-2.3
27	COc1ccc(-c2nnn(CC(=O)N(CCCN3CCOCC3)C(C(=O)NC3CCCC3)c3ccc(C)o3)n2)cc1 (stereo not given)	-0.9	0.2	9.8	1.4	13.8	-3.7	1.8	-14.5	1.9
28	COc1ccc(CC2C(=O)OC(C)(C)OC2=O)c(Cl)c1OC	-0.9	-1.0	2.9	7.4	5.3	-0.3	-0.7	4.3	-1.3
29	CCc1ccc(-c2cc(C)no2)cc1S(=O)(=O)NCCc1ccccc1	1.6	-5.5	21.8	38.6	3.6	21.8	-1.7	-2.9	0.3
30	Cc1cccc(/C=C/c2nc3ccccc3c(=O)[nH]2)c1	1.0	-2.8	25.6	2.4	27.3	21.2	-2.7	18.3	-4.5
31	CCC(=O)NCCc1nc2cc(NC(=O)Nc3ccccc3)ccc2n1C	-1.2	-1.9	25.6	3.2	15.1	4.6	-3.8	11.6	-1.7
32	CC1CCN(S(=O)(=O)c2cccc(C(=O)N(C)C3CCS(=O)(=O)C3)c2)CC1 (stereo not given)	0.7	0.0	-0.9	8.5	-13.5	14.9	-3.0	25.5	3.1
33	COC(=O)C[N+](C)(C)C/C=C\c1ccccc1	0.2	-2.6	4.9	-4.4	17.4	-8.7	-2.1	12.5	-3.9
34	O=C(Nc1cccc(O)c1)c1noc2c1CCCCC2	0.0	0.8	22.1	20.8	14.0	30.0	-3.5	6.7	-1.0
35	O=C(COc1ccccc1Cl)N1CCNC1=O	-0.8	/	-11.5	-12.6	4.2	-24.6	-0.9	-20.5	-6.3
36	O=C(COC(=O)[C@@H]1CCCN1S(=O)(=O)c1ccccc1F)c1ccccc1	-1.9	-1.4	22.9	-19.9	-1.8	2.4	-0.1	13.7	-1.4
37	COc1ccc(C)cc1NC(=O)CSc1ccc(-c2ccco2)nn1	-0.1	0.7	16.8	39.9	7.9	34.4	3.1	-16.4	7.3
38	CC1(C)CCC[C@@]2(C)CC=C(C(=O)O)[C@@H]3C[C@]312	-0.8	-1.8	2.8	13.3	5.1	10.6	-1.7	9.7	0.9
39	COC(=O)c1cc(NC2c3ncccc3C(=O)N2Cc2ccccc2)cc(C(=O)OC)c1 (stereo not given)	-0.8	-1.3	-8.7	-3.1	8.5	15.9	-0.8	3.7	-5.5
40	O=C(COc1ccc([N+](=O)[O-])cc1)N(Cc1ccccc1)Cc1ccccc1	4.7	-0.6	-8.2	8.7	14.3	16.1	0.0	11.3	-2.5

item	Structure	MPTP block	GRIN3A LBD mod	TIM10 inh	tim23-1 inh	NLRP3 yeast inh	tim10-1 inh	beta cell repl	APJ antag	APJ agonist
41	CCOc1ccc(NC(=O)N2CCC(C(=O)c3ccc(F)cc3)CC2)cc1	1.0	1.5	-7.9	25.5	16.2	16.1	-1.4	-3.0	0.0
42	O=C(/C=C/c1cccc([N+](=O)[O-])c1)NCCSc1ccccc1	-0.1	-2.3	-3.5	1.3	21.7	5.5	-2.4	22.5	-2.4
43	O=Cc1cn(CC(=O)N2CCOCC2)c2ccccc12	-0.4	0.5	9.9	9.7	-1.0	-0.7	-1.9	-4.9	-4.3
44	COc1ccc(C2C(C#N)=C(N)Oc3cc(C)n(Cc4ccncc4)c(=O)c32)cc1 (stereo not given)	0.6	-0.8	11.2	9.8	-6.9	-4.6	1.0	8.7	-0.5
45	C=CC[N+](C)(C)CCN1C(=O)C2C(c3ccccc3)C=CC(c3ccccc3)C2C1=O (stereo not given)	-1.3	-2.8	3.1	-3.0	12.5	3.4	1.3	11.5	-2.4
46	Nc1ccc(C(=O)NCC(=O)O)cc1	-0.3	1.6	3.0	16.4	6.7	9.8	-0.3	4.2	7.3
47	CCCCn1c(CCC(=O)O)nc2c1c(=O)[nH]c(=O)n2CCC	-0.8	3.5	11.8	2.5	-1.1	6.3	0.0	-6.2	-1.9
48	N=c1sccn1CC(=O)NCCc1ccc(Cl)cc1	0.5	-1.4	-5.7	3.9	3.4	16.7	-1.3	-5.6	-2.5
49	OCCC1CN(Cc2c(O)ccc3ccccc23)CCN1CCc1ccccc1 (stereo not given)	0.9	-5.5	29.7	10.4	0.7	19.2	-2.6	-24.8	-1.9
50	CCOC(=O)C(=O)N/N=C/c1cccc(Br)c1	1.2	-0.1	1.0	2.7	15.9	-4.3	1.8	2.0	-3.3
51	Cc1[nH]c2ccc(C(=O)OCCN(C)C)cc2c1C	-1.5	-3.1	-3.5	6.3	4.0	-0.7	-0.1	4.8	-2.6
52	COc1ccccc1N1CCN(CC(=O)NCC2CCCO2)CC1 (stereo not given)	-0.4	0.3	0.5	4.6	6.6	-4.2	-0.8	6.9	-1.2
53	CC(=O)Nc1ccc(Nc2cc(C(C)C)nc3c(-c4ccccc4)c(C)nn23)cc1	1.7	17.1*	24.2	45.2	20.0	33.2	-4.2	8.7	3.9
54	C=CCN(c1ccccc1)S(=O)(=O)c1cccc(C(=O)Nc2ncccc2C)c1	-1.0	1.0	-11.7	-13.2	6.6	-15.8	5.0	23.1	-3.9
55	Cc1ccc2[nH]c(=O)c(CN(CC3CCCO3)C(=S)Nc3ccccc3)cc2c1 (stereo not given)	-0.3	-23.8	19.6	8.1	7.2	3.7	-2.9	14.9	0.8
56	CCOc1cc(/C=N/NC(=O)C(C)Sc2ccccc2)ccc1O (stereo not given)	-2.8	-0.9	11.6	7.9	1.1	6.2	3.6	-3.3	-2.4
57	Cc1ccc(C(=O)CSc2nc3ccccc3c(=O)[nH]2)cc1C	0.0	-0.3	-20.5	-8.9	28.1	-5.9	-4.0	16.5	-2.8
58	COc1ccc(OCc2cc(C(=O)NC3CCOCC3)no2)c2ccccc12	0.0	-2.6	14.1	2.3	18.8	16.1	-0.1	-11.9	22.7
59	COc1ccccc1N(C)S(=O)(=O)c1ccc(C(=O)OCC(=O)N2CCC2)cc1	1.9	-0.2	10.4	5.8	-2.4	4.3	-0.3	-10.4	-2.4
60	COc1ccc2c(CC(=O)OCC(=O)Nc3ccc(S(N)(=O)=O)cc3)coc2c1	0.6	-32.7	-16.2	8.9	20.5	1.9	-1.5	1.3	3.2

Screens as filed in PubChem.

Compounds were not picked by outcome; overall some 7.2% were active at least once.
